Tat transport – E. coli Tat transport inhibition; E. coli MC4100 TorA-mCherry Tat export, fluorescence; inhibition, % at 10 µM; 340,000 compounds, 0.036% hits;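 active means mean replicate inhibition at least 50% and at least half of replicates individually reaching 50%; inconclusive means only one of the two criteria met; inactive means neither criterion met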;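 further: exported cargo escapes ClpAP degradation while cytoplasmic cargo is degraded and loses fluorescence; 0% = median of neutral control wells and 100% = median of NaSCN control wells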
DAGLB inh – diacylglycerol lipase beta (human) inhibition. Q8NCG7. HEK293T DAGLB membrane lysate, EnzChek fluorogenic substrate. inhibition, % at 5.17 µM. 340,000 compounds, 0.059% hits. AID 504411; in the data active means inhibition above about 34%;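 further: 0% = enzyme with vehicle and 100% = wells lacking enzyme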
Target sequence (Q8NCG7 whole entry, looked up): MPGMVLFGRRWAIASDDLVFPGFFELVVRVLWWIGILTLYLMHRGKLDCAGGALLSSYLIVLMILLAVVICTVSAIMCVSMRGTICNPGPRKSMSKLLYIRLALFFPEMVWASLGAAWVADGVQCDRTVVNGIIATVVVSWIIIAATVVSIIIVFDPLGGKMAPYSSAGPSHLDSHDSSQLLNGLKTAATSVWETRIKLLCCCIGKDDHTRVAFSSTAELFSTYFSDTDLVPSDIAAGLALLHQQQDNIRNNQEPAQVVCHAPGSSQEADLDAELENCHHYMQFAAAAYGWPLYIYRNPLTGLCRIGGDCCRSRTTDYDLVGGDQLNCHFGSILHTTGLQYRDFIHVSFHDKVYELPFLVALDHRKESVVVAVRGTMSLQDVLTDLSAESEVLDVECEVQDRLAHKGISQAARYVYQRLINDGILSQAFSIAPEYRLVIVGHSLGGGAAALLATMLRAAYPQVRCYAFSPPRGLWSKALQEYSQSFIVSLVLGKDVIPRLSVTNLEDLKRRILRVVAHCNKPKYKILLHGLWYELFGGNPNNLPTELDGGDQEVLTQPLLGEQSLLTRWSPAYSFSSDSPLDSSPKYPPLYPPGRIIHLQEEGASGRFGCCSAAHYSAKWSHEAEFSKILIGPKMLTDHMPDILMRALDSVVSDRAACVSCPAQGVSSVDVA
CAL PDZ FP – inhibitors of human CAL PDZ peptide binding; Q9HD26; purified CAL PDZ, TMR-peptide fluorescence polarization, 1 h; inhibition, % at 20 µM; 330,000 compounds, 0.02% hits; AID 504414;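 active means highest replicate inhibition of at least 40%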;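 further: plate controls were DMSO neutral control wells for no effect and unlabeled competitor peptide control wells for full effect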
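System: purified tagged CAL PDZ domain construct (CerCALP). Schedule: 1 h incubation at room temperature before polarization reading. Medium: 25 mM sodium phosphate pH 7.4, 150 mM NaCl, TCEP, IgG, Thesit. Read-out: percent inhibition from loss of millipolarization. Measured by: FP readout, S and P plane fluorescence. Probe or stimulus: fluorescent TMR peptide probe.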
Ecoli viability – bacterial growth inhibition, counter-screen for AddAB inhibitors; E. coli V3065 growth, OD600 absorbance, 18 h; inhibition, % at 11.9 µM; 330,000 compounds, 0.27% hits; AID 449728;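 active means inhibition above the campaign's mean inhibition across all tested compounds plus 3 SD, cut at about 9.9% in these data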;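 further: uninfected addAB+ strain grown without phage in ampicillin broth; 0% = DMSO wells and 100% = ciprofloxacin 0.95 µg/ml wells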
phage Ecoli inh – E. coli growth loss with phage present | inhibition, % at 11.9 µM | growth absorbance | 360,000 compounds, 0.26% hits; in the data active means inhibition above about 11%
AddAB inh – less growth of phage-infected E. coli with AddAB | 330,000 compounds, 0.29% hits | E. coli expressing H. pylori AddAB, absorbance growth | inhibition, % at 11.9 µM; in the data active means inhibition above about 12%;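 further: 0% = vehicle wells of infected cells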
Rtt109 HAT inh – inhibitors of Candida albicans Rtt109/Vps75 histone acetyltransferase | purified Rtt109/Vps75, ThioGlo CoA-SH fluorescence, 4 h | 330,000 compounds, 0.16% hits | inhibition, % at 34.9 µM;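 active means inhibition of at least 50% in every replicate; inconclusive means best replicate reaches 50% inhibition but some replicates fall short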
Target sequence (Q5AAJ8 whole entry, looked up): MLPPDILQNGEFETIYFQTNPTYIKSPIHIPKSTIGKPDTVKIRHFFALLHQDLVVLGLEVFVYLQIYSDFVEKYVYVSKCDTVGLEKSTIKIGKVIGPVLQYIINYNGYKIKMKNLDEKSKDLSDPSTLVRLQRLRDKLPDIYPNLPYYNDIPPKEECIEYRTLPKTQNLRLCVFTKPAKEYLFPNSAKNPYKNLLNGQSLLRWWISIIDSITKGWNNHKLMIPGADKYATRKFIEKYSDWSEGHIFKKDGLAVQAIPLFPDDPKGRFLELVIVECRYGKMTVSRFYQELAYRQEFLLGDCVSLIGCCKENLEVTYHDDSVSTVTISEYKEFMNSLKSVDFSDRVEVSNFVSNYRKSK
Wnt act – Wnt/beta-catenin pathway activation; Wnt/beta-catenin reporter cell assay, activator, plate reader; activation, % at 9.35 µM; 300,000 compounds, 1.2% hits; AID 743398; in the data active means activation above about 30%, passing the limit was not always enough; inconclusive means no clear call, values can overlap the other calls;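 further: 0% = neutral control wells and 100% = positive control wells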
PfHsp90 yeast 2 – inhibits growth of yeast expressing Plasmodium falciparum Hsp90; 310,000 compounds, 0.32% hits; inhibition, % at 9.4 µM; AID 504621; S. cerevisiae expressing PfHsp90, BacTiter-Glo ATP, 48 h; yeast lacking PDR1 and PDR3 efflux regulators;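 active means every replicate shows inhibition above about 80%, whatever the replicate mean, limit read from the data; inconclusive means mean inhibition reaches the set limit but some replicate falls short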;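 further: 0% = DMSO neutral controls and 100% = 20 µM radicicol positive controls; yeast relying on Plasmodium falciparum Hsp90 in place of its own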
PvdQ inh – blocks Pseudomonas aeruginosa PvdQ acylase activity; purified PvdQ acylase, fluorescence plate reader; AID 488965; inhibition, % at 10 µM; 340,000 compounds, 0.063% hits; in the data active means inhibition above about 30%, passing the limit was not always enough; inconclusive means no clear call, values can overlap the other calls;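 further: 0% = vehicle neutral wells and 100% = reference inhibitor wells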
An asterisk follows results filed as active; ? = inconclusive; · = not tested or not shown.

Value order – Tat transport | DAGLB inh | CAL PDZ FP | Ecoli viability | phage Ecoli inh | AddAB inh | Rtt109 HAT inh | Wnt act | PfHsp90 yeast 2 | PvdQ inh
1) CC(C)CN1CCNC(=O)C1CC(=O)N(C)CC1CCOCC1 (stereo unspecified)
    5 | -2 | · | 1.5 | 0.9 | -1.7 | -12 | 3 | -13 | -18
2) COc1ccc(C(CNS(=O)(=O)c2cccc(F)c2)N2CCCC2)cc1 (stereo unspecified)
    0 | -1 | 0.1 | 0.4 | 3.3 | -2.4 | -2 | -4 | · | -5
3) CC[n+]1c(C=C2C=C(C)OC(C)=C2)sc2ccccc21
    3 | 1 | -0.7 | · | 3.5 | · | -13 | -3 | -9 | 0
4) Fc1cnc(N2CCOCC2)nc1N1CCOCC1
    3 | 0 | -0.3 | -1.8 | 3.3 | 2.2 | -6 | -1 | 3 | -3
5) CCCCN(CC)C(=O)c1cc2c(=O)[nH]c3ccc(C)cc3c2s1
    -6 | -5 | -0.5 | · | 1.0 | · | 8 | 0 | -28 | -3
6) COc1ccnc(Oc2ccc(C)cc2)c1C#N
    0 | -2 | -2.4 | 0.2 | 2.3 | 0.1 | -5 | 11 | -24 | -2
7) Cc1cccc(NC(=O)CCSc2ccccn2)c1
    -6 | -4 | -2.4 | -1.6 | 4.7 | -0.9 | -1 | ? | 14 | 0
8) Cc1occc1C(=O)NCCCCc1ccccc1
    0 | 0 | -1.6 | 0.6 | 2.6 | -1.4 | -1 | -1 | -10 | 6
9) O=C(NCCC(=O)N(CCc1ccccc1)Cc1ccccc1)c1ccccc1Cl
    6 | -1 | -2.5 | -0.7 | -3.0 | 0.2 | 2 | -4 | · | -3
10) COc1cc(/C=C2\SC(=S)N(CCCCC(=O)O)C2=O)ccc1OS(=O)(=O)c1ccc(C)cc1
    -3 | 10 | -2.9 | -1.7 | -0.9 | -1.4 | 14 | 0 | -4 | -11
11) COc1ccc(/C=c2\sc3nc(=O)c(C)nn3c2=O)c(OC)c1
    4 | 4 | -0.7 | -2.1 | 4.2 | 3.4 | 13 | -1 | -1 | -6
12) COc1cc2c(cc1OC)C(c1cccs1)N(C(=O)C(C)C)CC2 (stereo unspecified)
    1 | -2 | -0.4 | 0.1 | 0.0 | 1.9 | 5 | · | 11 | -5
13) CCOC(=O)C1CCCN(C2CCN(Cc3nc(Cc4ccccc4)no3)CC2)C1 (stereo unspecified)
    -3 | -1 | -2.1 | 0.8 | -1.4 | -0.6 | 4 | 1 | 12 | -9
14) CC1CC(=O)NC(=O)N1Cc1ccccc1 (stereo unspecified)
    -2 | -1 | 0.1 | · | 3.6 | · | -12 | -2 | 6 | -12
15) c1csc(-c2cc(N3CCCCC3)c3ccccc3n2)c1
    7 | -12 | -1.2 | 2.8 | 1.2 | 3.2 | -6 | -1 | 27 | -14
16) Cc1ccnc(NS(=O)(=O)c2ccc(NS(C)(=O)=O)cc2)n1
    0 | 0 | -1.7 | -0.3 | 2.7 | 2.9 | -13 | 3 | 4 | 16
17) O=c1c2ccccc2nc(SCCN2CCOCC2)n1CCc1ccccc1
    -3 | -7 | -1.6 | -1.0 | 3.9 | 4.1 | -2 | -2 | 43 | -7
18) CC/C(O)=C(\C#N)c1nnc2n1CCCCC2
    1 | 0 | 0.7 | 0.5 | 0.9 | 1.6 | -9 | -6 | 16 | -20
19) O=C1CCN(Cc2ccccc2)C(=S)N1
    1 | -1 | -0.9 | · | 3.8 | · | -3 | 0 | -3 | -8
20) Cc1ccc2c(c1)c(-c1ccccc1)nc1nncn12
    -6 | -2 | -1.6 | -2.7 | 3.6 | -2.0 | -7 | -1 | 15 | 7
21) NCc1cccc(-n2cccn2)c1
    -4 | 0 | -0.7 | 1.2 | 1.1 | 2.8 | 3 | · | · | -12
22) CSc1nc(C)cc(OCCNS(=O)(=O)c2ccc(C)cc2)n1
    5 | -1 | -2.5 | -2.1 | 1.6 | -1.2 | 11 | · | · | 9
23) O=C(CN1CCCc2ccccc21)N1CCc2ccccc21
    8 | · | -0.6 | 1.5 | 0.8 | 1.7 | 0 | 18 | -11 | -9
24) CCN(CC)CC(=O)NN=C(c1ccccc1)c1ccccc1
    -2 | 1 | 0.0 | -0.3 | 0.9 | 0.7 | 2 | · | 9 | -2
25) CN(CC(=O)NCCC1=CCCCC1)S(=O)(=O)c1ccc2c(c1)c(=O)n(C)c(=O)n2C
    -10 | -2 | -1.2 | 3.5 | 1.0 | 3.7 | 5 | -2 | 14 | 12
26) COc1ccc(CNC(=O)COC(=O)CN2C(=O)C(C)Oc3ccc(C)cc32)cc1 (stereo unspecified)
    -5 | -4 | -2.6 | 0.4 | 1.1 | 3.6 | 4 | 0 | 8 | 0
27) O=C(CSc1nc2ccccc2c(=O)[nH]1)c1cccs1
    1 | 3 | -1.3 | 1.0 | 1.0 | -2.2 | -3 | · | -1 | 2
28) COc1ccc(C2Nc3ccccc3C(=O)N2NS(C)(=O)=O)c(OC)c1 (stereo unspecified)
    -4 | 0 | 1.5 | -1.2 | 1.4 | 1.7 | -5 | 1 | -2 | -10
29) COc1ccc2oc3ccc(OC)cc3c(=O)c2c1
    2 | -10 | -1.1 | 1.5 | 3.3 | 2.0 | -61 | · | · | -17
30) COc1ccccc1-c1nc(C#N)c(NCc2ccc(F)cc2)o1
    11 | -2 | · | -1.3 | 2.5 | 4.1 | -1 | · | 2 | -19
31) O=C(Cc1cccc(NC(=O)C2CCCN(C(=O)C3CCCCC3)C2)c1)Nc1cccc(C(=O)N2CCCC2)c1 (stereo unspecified)
    7 | 0 | 0.2 | -0.4 | 1.3 | -0.8 | 14 | -4 | 3 | -11
32) CCc1ccc(OCC(=O)Nc2ccc3c(c2)COC3=O)cc1
    1 | -6 | -2.6 | -1.1 | 2.8 | -0.4 | -2 | 3 | -14 | -21
33) COCCOc1ccc(C(F)(F)F)cc1NC(=O)CN1C(=O)NC2(CCc3ccccc32)C1=O (stereo unspecified)
    4 | 2 | -3.2 | 0.1 | 4.5 | -2.2 | 23 | -3 | 13 | -9
34) CCOC(=O)c1c(-c2ccccc2)oc2ccc(OC(C)=O)cc12
    21 | -10 | 0.4 | 0.1 | -0.6 | 2.8 | 1 | 5 | 14 | -6
35) COC(=O)c1c(NC(=O)Cc2cccs2)sc(C)c1C
    9 | -15 | -1.5 | -1.0 | 1.8 | -0.2 | 4 | 0 | 16 | -16
36) COc1ccc(-c2csc(-c3cccnc3)n2)cc1C
    -4 | -15 | -0.7 | -7.1 | 1.2 | 0.4 | 11 | 10 | -25 | -1
37) COc1ccc(C(=O)NC(=S)NNC(=O)Cc2cccs2)cc1
    3 | 2 | -2.6 | -7.4 | -4.2 | -4.4 | 3 | 0 | -30 | -10
38) O=C(c1ccccc1F)c1cc2c(cc1[N+](=O)[O-])OCCO2
    -4 | -1 | -2.8 | 0.7 | 4.4 | 1.4 | -2 | 0 | -15 | -6
39) Cc1ccc2nc3sc(C(=O)N4CCOCC4)c(N)c3cc2c1
    -9 | 2 | -2.7 | -1.7 | 3.4 | -0.8 | -22 | 9 | 6 | -4
40) O=C(Nc1ccc(O)c2c(=O)cc(-c3ccccc3Cl)oc12)c1ccc(F)cc1
    -11 | -2 | 0.3 | · | 2.6 | · | 2 | -2 | 1 | -4
41) O=C(c1cc(F)ccc1F)C1CCCN(C(=O)CSc2ccccn2)C1 (stereo unspecified)
    1 | 2 | -2.3 | -0.8 | 4.4 | 0.8 | -2 | -1 | -18 | -4
42) CCOC(=O)c1sc(NC(=O)Cc2ccc(F)cc2)nc1C
    0 | 1 | -2.0 | -1.4 | 1.5 | -0.1 | -1 | 0 | · | -13
43) COc1ccc2oc(C(=O)Nc3nc4ccc(S(C)(=O)=O)cc4s3)c(C)c2c1
    -6 | 1 | -3.5 | 1.6 | 2.9 | -0.5 | 9 | 0 | -1 | 9
44) Cc1nc2nc(COc3ccccc3)[nH]n2c(=O)c1Cc1ccccc1
    6 | 6 | -1.9 | 5.8 | 6.7 | 5.4 | 0 | 0 | -14 | 2
45) COCCNC(=S)N1CCc2cc(OC)c(OC)cc2C1COc1cc(C)cc(C)c1 (stereo unspecified)
    8 | -5 | -0.2 | -0.3 | 3.6 | 3.5 | -17 | -3 | 9 | -10
46) CC(=O)N1CCN(S(=O)(=O)c2ccc(F)c(Cl)c2)CC1
    -9 | 0 | 0.8 | 0.3 | 1.5 | 1.1 | -5 | 1 | 6 | -10
47) CC(c1ccccc1)n1cc(C(=O)NCc2ccncc2)nn1 (stereo unspecified)
    -3 | -1 | -2.3 | -1.9 | 1.3 | 0.8 | -3 | -7 | -19 | -6
48) Cc1cccc(OCC(=O)NCC(=O)N/N=C/c2cccnc2)c1
    -4 | -1 | -0.2 | -3.5 | 3.3 | 1.0 | -3 | 4 | 11 | -8
49) COc1cn(-c2ccccc2)nc1C(=O)NCc1ccc(C)cc1
    2 | 0 | -1.1 | 0.9 | 0.9 | -1.2 | -1 | 2 | -37 | -13
50) Cn1cccc1/C=C(/C#N)c1ccc(F)cc1
    5 | -1 | -0.2 | 1.4 | 1.5 | 0.5 | 0 | -2 | -45 | 6
51) CCOC(=O)C1CCN(C(=O)CSCCSCC(=O)N2CCC(C(=O)OCC)CC2)CC1
    9 | -1 | · | 0.3 | 1.6 | 2.9 | -7 | · | 2 | -1
52) O=S(=O)(Oc1ccc(Cl)cc1)c1cccc2cccnc12
    · | · | · | 0.9 | -2.1 | -0.4 | · | ? | · | ·
53) COc1ccc(CC(=O)NC2CC(C)(C)NC(C)(C)C2)cc1OC
    -5 | 0 | -0.2 | -0.1 | 3.0 | -0.1 | 7 | -1 | -6 | 10
54) CCC(=O)NNc1nc2c(C)cc(C)cc2s1
    -1 | 2 | 0.3 | 0.3 | 0.5 | -1.5 | -5 | 1 | -7 | -8
55) COCCNC(=O)COC(=O)/C=C/c1c(C)nn(Cc2ccc(Cl)cc2Cl)c1Cl
    -3 | -4 | -0.6 | 0.1 | 3.4 | -1.0 | -35 | · | 9 | -17
56) CS(=O)(=O)N(CC(=O)N1CCCCC1)Cc1ccc(Cl)cc1
    -4 | -2 | -2.1 | 0.6 | -1.3 | -0.9 | -4 | · | 20 | -2
57) CCOC(=O)c1nn(-c2ccccc2)c2nc(Nc3ccccc3)cc(=O)n12
    8 | 0 | -1.3 | 0.8 | 2.8 | -1.3 | 0 | -1 | -13 | -13
58) Cc1nc(NC(=O)CN2CCC(O)(c3ccc(F)cc3)CC2)sc1C
    -3 | 0 | -1.0 | -1.2 | -0.3 | -3.3 | -8 | 1 | 6 | -5
59) COC(=O)c1sccc1NC(=S)Nc1ccc(C)cc1
    1 | 2 | 0.3 | 0.9 | -0.1 | -0.8 | 4 | 13 | 8 | -15
60) O=C(Cc1cccs1)N/N=C\c1ccc([N+](=O)[O-])s1
    -8 | 4 | 0.5 | 0.0 | 3.4 | -0.2 | -4 | 0 | -58 | -6
61) C=C(C)Cn1c(-c2cccs2)n[nH]c1=S
    4 | 1 | -1.4 | -3.6 | 0.5 | 0.2 | -10 | 2 | · | -3

Bioassay records (PubChem)
